High-throughput results from PubChem.
PPARg SRC1 recr: promotes SRC-1 coactivator recruitment by human PPARgamma; 200,000 tested, 0.41% active; PPARgamma-SRC-1 coactivator recruitment biochemical assay; activation, % at 8 µM; AID 631; P37231; in the data active means activation above about 19%;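 further: 0% = DMSO and 100% = reference agonist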
DTT redox prof: compounds producing H2O2 with reducing agent – biochemical, NIH compound library profiling, artefact control for MLSCN library redox annotation, primary screen | DTT-dependent redox cycling H2O2, phenol red/HRP absorbance; 100% = 100 µM peroxide control, 0% = buffer | activation, % at 10 µM | 200,000 tested, 0.03% active;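 active means activation of at least 50% relative to the plate's high and low controls in the primary single-dose screen; inactive means activation below 50%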;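 further: compound incubated with DTT at 0.8 mM final as the reducing agent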
PPARg SRC2 recr: PPARgamma-driven SRC-2 recruitment agonism; PPARgamma LBD-SRC-2 recruitment, biochemical; activation, % at 8 µM; 200,000 tested, 0.34% active; AID 1032; in the data active means activation above about 22%;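 further: 0% = vehicle and 100% = reference agonist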
TLR4 MyD88 comp: TLR4-MyD88 interaction inhibition in cells; O00206+Q99836; HeLa CL3-4 TLR4/MyD88 BLA complementation, FRET ratio; inhibition, % at 8.4 µM; 200,000 tested, 0.18% active; AID 861; in the data active means inhibition above about 25%;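 further: 0% = vehicle and 100% = reference inhibitor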
Target sequence (O00206 whole entry, looked up): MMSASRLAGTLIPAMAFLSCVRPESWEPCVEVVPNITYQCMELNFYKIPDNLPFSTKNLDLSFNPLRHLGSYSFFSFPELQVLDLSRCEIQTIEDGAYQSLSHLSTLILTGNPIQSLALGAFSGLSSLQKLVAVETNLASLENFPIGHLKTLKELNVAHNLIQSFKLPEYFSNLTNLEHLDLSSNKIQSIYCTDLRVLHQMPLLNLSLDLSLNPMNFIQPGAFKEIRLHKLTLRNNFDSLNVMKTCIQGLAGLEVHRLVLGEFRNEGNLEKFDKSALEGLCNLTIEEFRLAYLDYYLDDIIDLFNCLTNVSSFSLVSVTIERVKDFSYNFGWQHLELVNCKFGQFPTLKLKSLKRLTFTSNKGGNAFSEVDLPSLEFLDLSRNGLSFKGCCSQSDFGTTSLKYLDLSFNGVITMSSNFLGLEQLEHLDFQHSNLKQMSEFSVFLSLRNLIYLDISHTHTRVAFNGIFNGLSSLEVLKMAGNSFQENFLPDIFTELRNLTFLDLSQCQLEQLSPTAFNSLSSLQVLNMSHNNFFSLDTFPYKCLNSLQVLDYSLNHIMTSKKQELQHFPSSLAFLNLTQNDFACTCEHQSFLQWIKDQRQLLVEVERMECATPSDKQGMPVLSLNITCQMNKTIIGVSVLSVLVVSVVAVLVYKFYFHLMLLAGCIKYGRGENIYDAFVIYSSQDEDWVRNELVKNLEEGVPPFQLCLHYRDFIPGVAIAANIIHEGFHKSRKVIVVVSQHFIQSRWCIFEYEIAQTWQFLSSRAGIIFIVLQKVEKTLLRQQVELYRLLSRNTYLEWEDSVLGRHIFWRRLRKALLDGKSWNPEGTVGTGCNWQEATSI
Target sequence (Q99836 whole entry, looked up): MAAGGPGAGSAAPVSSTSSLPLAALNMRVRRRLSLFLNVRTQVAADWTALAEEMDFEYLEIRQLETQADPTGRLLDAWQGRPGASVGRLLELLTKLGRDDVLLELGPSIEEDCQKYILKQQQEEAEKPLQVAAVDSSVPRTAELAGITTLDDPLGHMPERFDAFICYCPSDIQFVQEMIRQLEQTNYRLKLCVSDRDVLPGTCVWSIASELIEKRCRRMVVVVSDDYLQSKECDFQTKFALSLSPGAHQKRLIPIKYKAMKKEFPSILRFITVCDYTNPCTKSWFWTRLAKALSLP
ROMK primary: modulates human ROMK potassium channel activity; Tet-inducible ROMK, thallium flux fluorescence; actives lie on both sides; B-score at 10 µM; 130,000 tested, 2% active; AID 1918;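 active means signal ratio slope over the read window, or its plate-corrected B-score, at least 3 SD from the plate mean, either direction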;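 further: B-score of the F/F0 ratio slope over 7 to 12 s after thallium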
S1P3 antagonist: S1P3 (human) receptor antagonism; Q99500; CHO S1P3 NFAT-BLA reporter, FRET fluorescence, antagonist mode; inhibition, % at 4.98 µM; 170,000 tested, 0.27% active; AID 485;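 active means inhibition above the plate cutoff, the mean inhibition of test wells on that plate plus 3 SD, cut at about 28% in these data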;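 further: cells challenged with S1P at its EC80 of 0.8 µM; blue over green emission ratio from cleaved BLA substrate after 4 h stimulation; 0% = S1P-stimulated wells and 100% = unstimulated DMSO-only wells; some compounds past the cut are filed as inactive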
SRC2 TRFRET art: flags TR-FRET format artefacts in PPARgamma SRC-2 recruitment agonist screen; 200,000 tested, 0.4% active; TR-FRET ratio at 8 µM; AID 1049; TR-FRET artefact counter-screen; active compounds read high; in the data active means TR-FRET ratio above about 2000; further: inactives centre near 1500; reference of the scale not given here
bIAP inh: blocks bovine intestinal alkaline phosphatase activity. 190,000 tested, under 10 active. inhibition, % at 20 µM. purified bovine IAP, CDP-star luminescence, 30 min;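 active means over 50% inhibition of intestinal alkaline phosphatase at 20 µM in the single-dose screen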
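Incubation: 30 min reaction at room temperature / Material: purified bovine intestinal alkaline phosphatase (IAP) enzyme / Input: enzyme at 1/65,000,000 dilution / Dosing: 20 µM single dose / Signal: CDP-star luminescence signal / Reagent: CDP-star chemiluminescent phosphatase substrate, 30 µM final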
bIAP activator: increases bovine intestinal alkaline phosphatase activity. purified bovine IAP, CDP-star luminescence, 30 min; active compounds read high; fold of DMSO-control signal, blank-subtracted. activation factor at 20 µM. 200,000 tested, 0.17% active;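 active means activation factor of 2 or more at 20 µM, a signal rise over negative controls twice the positive control's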
PPARg SRC-3 ag: PPARgamma-driven SRC-3 recruitment agonism | P37231 | biochemical PPARgamma/SRC-3 coactivator recruitment assay | activation, % at 8 µM | 200,000 tested, 0.26% active | AID 731; in the data active means activation above about 23%;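 further: 0% = DMSO and 100% = reference agonist; some compounds past the cut are filed as inactive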
Lmaj promast: reduces viability of Leishmania major promastigotes; resazurin fluorescence viability; inhibition, % at 10 µM; AID 1063; 200,000 tested, 9% active; in the data active means inhibition above about 50%;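 further: promastigotes grown with compound for 44 hours at 28 °C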
* = called active by the depositor; / = not tested or not shown. This is a random part of the collection, and some 11% of all compounds hit somewhere here.

Structure	PPARg SRC1 recr	DTT redox prof	PPARg SRC2 recr	TLR4 MyD88 comp	ROMK primary	S1P3 antagonist	SRC2 TRFRET art	bIAP inh	bIAP activator	PPARg SRC-3 ag	Lmaj promast
N#C/C(=C/c1ccc(N2CCOCC2)o1)c1ccc(Br)cc1	5	2.4	14	16	/	/	1572	32	0.7	8	5
C=CCSc1nnc2n(CCc3ccccc3)c(=O)c3c4c(sc3n12)COC(C)(C)C4	-2	0.2	-2	2	-0.66	/	1779	3	1	3	14
Cc1cc(C(=O)OCC(=O)c2cccc([N+](=O)[O-])c2)c2ccccc2n1	7	0.0	7	-8	/	-6	1516	-8	1.1	2	-10
CN(C)S(=O)(=O)c1ccc2c(c1)nc(CCC(=O)Nc1ccc(N3CCOCC3)cc1)n2C	-3	0.1	2	-9	-0.69	-13	1544	-22	1.2	1	-3
O=S1(=O)CCN(OCc2ccc(F)cc2Cl)CC1	-3	0.3	-2	-31	-0.44	-13	1643	-12	1.1	-1	-11
COc1cc(C=O)ccc1Oc1nc(Nc2ccc(F)cc2F)nc(N2CCOCC2)n1	-1	0.5	5	-12	-0.7	-12	1667	2	1	3	-3
NC(=O)C1(N2CCCCC2)CCN(C(=O)CSc2nc3ccccc3s2)CC1	3	0.1	-5	-3	0.53	-22	1525	-6	1.1	6	23
CCCCCNC(=O)CC1Nc2c3ccccc3nc(=S)n2C1=O (stereo not drawn)	3	0.0	6	-6	-0.12	/	1594	15	0.8	12	2
O=C(Cn1nc(-c2ccccc2)ccc1=O)NCCN1CCN(c2cccc(Cl)c2)CC1	1	0.1	13	-3	/	/	1551	4	1	-2	19
Cc1nc(Nc2nc3ccccc3o2)nc(C)c1C(=O)Nc1ccc(F)cc1	3	-1.0	14	-4	0.2	3	1665	-16	1.2	7	-5
CC(=O)Nc1ccc2ccc3cccc4ccc1c2c34	17	0.7	7	-12	/	/	1725	0	1	12	0
COc1ccc2c(c1OC)C(=O)OC2Nn1cncn1 (stereo not drawn)	-3	2.6	-5	-2	/	-33	1351	0	1	-2	3
Cc1ccc(N(C(=O)C(F)(F)F)C(C(=O)NC2CCCCC2)c2ccncc2)cc1C (stereo not drawn)	3	-0.2	-1	-2	-0.012	-6	1538	6	0.9	0	2
CC(=O)NC(Cc1ccccc1)C(=O)NC1CCN(C(=O)c2ccc([N+](=O)[O-])cc2)CC1 (stereo not drawn)	-1	-0.3	1	8	0.66	-17	1437	5	1	3	-3
COc1ccccc1-c1noc(-c2ccccc2)n1	0	0.1	-4	15	/	5	1443	10	0.9	-5	6
Cc1cc(NC(=O)CSc2n[nH]c(N)n2)no1	-4	-0.9	-1	-9	0.051	-9	1535	-17	1.2	-1	-2
Cc1n[nH]c(=O)nc1NC1CCCCC1	2	0.6	6	12	-0.16	-5	1639	5	0.9	1	0
COc1ccc(Cn2c(-c3ccc(OC)c(O)c3)nc3ccccc32)cc1O	-2	0.2	7	2	0.18	-10	1782	-19	1.2	3	15
Cc1c2ccccc2nc2c(F)c(NCCO)c(F)c(F)c12	-8	0.2	-3	-9	/	8	1507	-1	1	-4	46
CN(C)S(=O)(=O)c1ccc(S(=O)(=O)Nc2ccc3c(c2)oc2ccccc23)cc1	-5	1.6	6	9	-2	0	1360	7	0.9	-5	-4

An excerpt from above in order of count of non-hydrogen atoms, smallest number first:
Structure	PPARg SRC1 recr	DTT redox prof	PPARg SRC2 recr	TLR4 MyD88 comp	ROMK primary	S1P3 antagonist	SRC2 TRFRET art	bIAP inh	bIAP activator	PPARg SRC-3 ag	Lmaj promast
O=S1(=O)CCN(OCc2ccc(F)cc2Cl)CC1	-3	0.3	-2	-31	-0.44	-13	1643	-12	1.1	-1	-11
COc1ccc2c(c1OC)C(=O)OC2Nn1cncn1 (stereo not drawn)	-3	2.6	-5	-2	/	-33	1351	0	1	-2	3
COc1cc(C=O)ccc1Oc1nc(Nc2ccc(F)cc2F)nc(N2CCOCC2)n1	-1	0.5	5	-12	-0.7	-12	1667	2	1	3	-3

Next section
Structure	PPARg SRC1 recr	DTT redox prof	PPARg SRC2 recr	TLR4 MyD88 comp	ROMK primary	S1P3 antagonist	SRC2 TRFRET art	bIAP inh	bIAP activator	PPARg SRC-3 ag	Lmaj promast
FC(F)Sc1ccc(NC(=S)NC(c2ccccc2)c2ccccc2)cc1	-6	0.1	-1	-5	1	-1	1466	13	0.9	1	56*
COc1ccc(CNS(=O)(=O)NCc2ccc(OC)c(OC)c2)cc1	-1	-0.3	0	-10	/	0	1512	2	1	1	17
CSCCC(=O)Nc1nc(-c2ccccn2)cs1	-1	-0.2	7	-18	0.86	0	1640	-23	1.2	6	88*
CNc1nc(CCN2C(=O)c3ccccc3C2=O)cs1	-2	-2.8	7	1	/	/	1642	-7	1.1	4	-5
c1ccc(CCn2c(C3CC3)nc3ccccc32)cc1	4	-0.1	4	8	-1.6	/	1472	7	0.9	5	63*
Cc1ccc(C2Nc3ccccc3-c3nc4ccccc4n32)o1 (stereo not drawn)	11	21	6	-7	/	/	1505	6	0.9	7	50
CCOC(=O)C1CCN(C(=O)CSc2ccccc2Cl)CC1	21*	-0.3	3	8	-0.012	-17	1445	1	1	3	-1
Nc1cc2c([N+](=O)[O-])cccc2o1	14	1.1	5	-3	/	/	1754	18	0.8	22	11
CCOCCNC(=O)c1ccccc1C(=O)NCCOCC	4	1.8	12	4	0.0014	-25	1516	15	0.8	-4	-6
C#CCSc1nncn1C(=O)/C=C/c1ccccc1	6	-4.3	2	2	0.39	/	1617	-10	1.1	12	-1
CC1CCc2nc3ccc(S(=O)(=O)N4CCC(C(=O)N5CCCCC5)CC4)cc3c(C(=O)O)c2C1 (stereo not drawn)	-3	-2.6	3	-1	/	/	1689	10	0.9	4	-6
Cc1cccc(NC(=O)c2cnc3ccccn3c2=O)c1	5	0.2	-4	4	/	-27	1489	6	0.9	5	-4
COc1cccc(-n2c([S-])c(C(=O)Nc3ccc(C(F)(F)F)cc3)[n+]3ccccc23)c1	8	0.6	-6	13	-0.061	-9	1477	-16	1.2	0	0
CC(C)c1onc(C(=O)Nc2sc3c(c2C#N)CCC3)c1[N+](=O)[O-]	5	0.9	0	-12	0.087	8	1733	-7	1.1	5	-6
CCCc1c(C)c2cccc(C)c2[nH]c1=O	2	0.8	2	14	/	-7	1548	22	0.8	7	12
CN(CC(=O)Nc1ccc(F)cc1)C(=O)CSc1nc2ncc(Cl)cc2[nH]1	7	-0.5	15	0	-0.43	3	1659	8	0.9	4	-11
O=C(Nc1ccc(N2C(=O)C3C4C=CC(C4)C3C2=O)cc1)Nc1nnc(C(F)(F)F)s1 (stereo not drawn)	2	-1.1	12	-17	/	/	1626	-3	1	3	-8
NCCCC[C@H](NC(=O)C1CCNCC1)c1nnc([C@@H](N)Cc2ccc(O)cc2)o1	0	0.5	4	0	/	6	1536	-50	1.5	-2	-3
COc1cccc(C(=O)Cn2c(=N)n(C)c3ccccc32)c1	8	-0.1	2	-3	-0.4	15	1513	-4	1	3	18
CCc1cccc(C)c1N(C(=O)Cn1c(COC)nc2ccccc21)C(C)COC (stereo not drawn)	-3	0.0	3	12	-0.057	/	1403	-5	1.1	-7	5

Continuation:
Structure	PPARg SRC1 recr	DTT redox prof	PPARg SRC2 recr	TLR4 MyD88 comp	ROMK primary	S1P3 antagonist	SRC2 TRFRET art	bIAP inh	bIAP activator	PPARg SRC-3 ag	Lmaj promast
Cc1ccc2c(c1)c1nnc(SCC(=O)N3CCN(c4ccc(F)cc4)CC3)nc1n2CC(=O)O	0	0.3	3	-6	/	-8	1545	2	1	-1	3
COc1cccc(S(=O)(=O)Nc2ccc(C(=O)NCc3ccco3)cc2)c1	4	1.9	2	3	/	-20	1500	0	1	5	-8
CC(=O)Nc1ccc(NC(=O)C2CC(=O)N(c3cccc(C)c3C)C2)cc1 (stereo not drawn)	8	1.2	4	2	/	-10	1559	5	1	-6	0
O=C(N/N=C1\CCCc2ccccc21)c1cccc(Br)c1	8	-0.2	-2	-5	-0.79	-1	1546	0	1	-3	7
CCc1c(C)nc2ncnn2c1NCCc1ccccc1	1	0.1	7	-5	/	/	1437	7	0.9	-7	2
O=C(Cc1ccccc1)NNC(=O)c1cnccn1	-1	0.2	-4	6	/	-1	1623	44	0.6	2	2
COc1ccc(/C(O)=C(\C#N)c2nc3ccccc3n2C)cc1OC	2	0.4	-2	5	/	-6	1633	3	1	-1	5
O=C(NCCSc1c[nH]c2ccccc12)c1ccc(Br)o1	-3	-0.2	17	-9	/	-10	1521	/	0.5	10	1
CCc1ccc(CCC(=O)Nc2nc(CC(C)=O)ns2)o1	4	-2.4	9	-2	1	-21	1620	-12	1.1	-5	-6
Cc1ccc(S(=O)(=O)N2CCC(C(=O)N3CCC(C(=O)NCC4CCCO4)CC3)CC2)cc1 (stereo not drawn)	0	-0.7	4	4	-0.18	10	1532	-7	1.1	10	-5
CC(=O)Nc1cccc(NC(=O)CCn2c(=O)sc3ccccc32)c1	8	2.4	10	-7	/	-13	1658	4	1	-4	-2
CCOCCCNC(=O)C(NC(=O)c1ccc(NC(C)=O)cc1)c1ccc(C)cc1 (stereo not drawn)	3	-0.2	0	-11	0.0057	-23	1513	23	0.8	4	-5
COc1ccc(CNC(=O)C(C)Cc2ccccc2)cc1O (stereo not drawn)	2	0.0	6	1	0.76	-7	1460	-3	1	3	-6
O=C(C1CCCN(CCCc2ccccc2)C1)N1CCCCCC1 (stereo not drawn)	3	0.0	11	-2	/	-4	1612	-17	1.2	0	71*
